# Screens from PubChem BioAssay.
# IDE inh: inhibits human insulin-degrading enzyme in HEK cells; P14735; FAbetaB cleavage, fluorescence polarization; inhibition, % at 5.59 µM; 320,000 tested, 0.41% active; AID 434962;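 active = percent inhibition above the average of all tested compounds plus 3 SD, set per screening campaign, cut at about 16% in these data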;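 note: IDE supplied by intact live HEK cells; FP after avidin binding of uncleaved biotin substrate so inhibition keeps polarization high; 0% = DMSO wells and 100% = 60 µM reference IDE inhibitor Ii1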
# Target sequence (P14735 whole entry, looked up): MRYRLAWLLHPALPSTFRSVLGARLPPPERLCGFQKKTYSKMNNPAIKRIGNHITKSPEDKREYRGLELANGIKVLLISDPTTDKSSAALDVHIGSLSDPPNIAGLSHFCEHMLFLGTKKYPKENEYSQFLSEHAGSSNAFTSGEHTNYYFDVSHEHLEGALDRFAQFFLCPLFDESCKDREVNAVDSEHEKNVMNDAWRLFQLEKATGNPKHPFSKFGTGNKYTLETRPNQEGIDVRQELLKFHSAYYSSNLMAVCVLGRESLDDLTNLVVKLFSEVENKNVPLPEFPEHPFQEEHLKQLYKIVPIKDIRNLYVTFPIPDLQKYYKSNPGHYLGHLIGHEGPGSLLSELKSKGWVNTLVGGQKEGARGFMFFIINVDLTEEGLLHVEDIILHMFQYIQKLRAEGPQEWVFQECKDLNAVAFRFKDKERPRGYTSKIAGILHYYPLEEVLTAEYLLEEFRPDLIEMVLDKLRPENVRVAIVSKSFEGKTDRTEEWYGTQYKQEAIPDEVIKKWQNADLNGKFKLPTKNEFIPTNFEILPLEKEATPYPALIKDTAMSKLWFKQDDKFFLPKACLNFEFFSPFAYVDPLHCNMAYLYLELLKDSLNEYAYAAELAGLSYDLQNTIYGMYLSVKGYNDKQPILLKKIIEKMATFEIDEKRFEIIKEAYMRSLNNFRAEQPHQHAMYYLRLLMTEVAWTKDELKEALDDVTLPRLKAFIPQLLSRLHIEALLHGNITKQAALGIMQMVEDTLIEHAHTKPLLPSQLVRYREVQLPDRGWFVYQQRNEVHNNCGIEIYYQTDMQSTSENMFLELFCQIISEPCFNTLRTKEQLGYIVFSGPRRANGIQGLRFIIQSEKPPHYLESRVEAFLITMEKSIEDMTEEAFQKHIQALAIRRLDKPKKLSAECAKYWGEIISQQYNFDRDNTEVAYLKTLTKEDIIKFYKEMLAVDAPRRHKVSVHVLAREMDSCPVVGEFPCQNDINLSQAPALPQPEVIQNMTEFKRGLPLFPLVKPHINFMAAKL
# IMP-1 inhibitor: blocks Pseudomonas aeruginosa IMP-1 metallo-beta-lactamase; purified IMP-1, nitrocefin hydrolysis, epi-absorbance fluorescence; 290,000 tested, 0.45% active; AID 1556; inhibition, % at 5.6 µM;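 active = inhibition above the mean plus 3 SD of all compounds in the same screening run, cut at about 4.5% in these data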;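 note: 0% = IMP-1 with DMSO and 100% = DMSO wells lacking enzyme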
#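 Material – recombinant IMP-1 enzyme, purified · Amount – IMP-1 0.2 nM before substrate addition · Medium – HEPES buffer pH 7.1 with ZnSO4 and Brij 35 · Timing – 25 °C, 15 min preincubation, 25 min reaction · Measured by – plate fluorescence quenching by hydrolysis product, ex 480/em 530 nm · Read-out – percent enzyme inhibition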
# IDE act: IDE (human) activation, cell-based | HEK cells, FAbeta-B cleavage, fluorescence polarization; 0% vehicle, 100% cell-free pure enzyme wells | activation, % at 5.96 µM | AID 493087 | 340,000 tested, 0.073% active | P14735;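 active = activation above the mean of all tested compounds plus 3 SD, set per screening campaign, cut at about 17% in these data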
# PfM18AAP inh: PfM18AAP enzyme inhibition | recombinant PfM18AAP, H-Glu-NHMec fluorogenic cleavage | inhibition, % at 7.35 µM | 290,000 tested, 1.2% active;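 active = inhibition above the campaign mean inhibition over all tested compounds plus 3 SD, cut at about 28% in these data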;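 note: 0% = plate median of test compound wells and 100% = 2 mM ZnCl2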
# PHOSPHO1 inh: blocks human PHOSPHO1 phosphatase activity; inhibition, % at 13.3 µM; 290,000 tested, 1.1% active; recombinant PHOSPHO1, absorbance phosphatase assay; AID 1565; Q8TCT1; in the data active = inhibition above about 60%
# GPR7 antagonist: human neuropeptides B/W receptor 1 antagonism | P48145 | GPR7-expressing cells, fluorescence antagonist assay | inhibition, % at 4.4 µM | 290,000 tested, 1.1% active | AID 1861; in the data active = inhibition above about 16%, passing the limit was not always enough;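 note: cells stimulated with the agonist NPW; 0% = agonist with vehicle and 100% = vehicle without agonist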
# pCIP destab: p/CIP protein destabilization | F442A p/CIP-EGFP cells, EGFP fluorescence, 16 h | decrease of EGFP signal, % at 10 µM | 290,000 tested, 0.01% active | AID 1984;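 active = EGFP signal decrease of at least 30% at 10 µM or well 3 SD below plate mean, unless failing retest; inactive = the rest, including hits failing retest or dose response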; note: some compounds called inactive have numbers as strong as hits; many of its hits are not listed in these tables
# NALP1 yeast inh: inhibitors of NALP1 inflammasome in yeast | S. cerevisiae NALP1/ASC/caspase-1 growth, X-gal OD620, 72 h | inhibition, % at 10 µM | 280,000 tested, 0.61% active | AID 2071; in the data active = inhibition mostly above about 24%, no sharp cut-off; inactive = mostly below about 32%; note: some compounds called inactive have numbers as strong as hits
# VIM-2 inh: blocks Pseudomonas aeruginosa VIM-2 metallo-beta-lactamase. purified VIM-2, nitrocefin hydrolysis, epi-absorbance fluorescence. inhibition, % at 5.6 µM. 290,000 tested, 0.89% active;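 active = inhibition above the mean of all tested compounds plus 3 SD, cutoff set per screening run, cut at about 7.5% in these data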;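 note: red hydrolysis product quenches plate fluorescence so inhibitors raise well fluorescence; 0% = enzyme with DMSO and 100% = DMSO without enzyme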
# * marks the source's active call; other numbers are inactive results; nt = not tested or not shown.
IDE inh	IMP-1 inhibitor	IDE act	PfM18AAP inh	PHOSPHO1 inh	GPR7 antagonist	pCIP destab	NALP1 yeast inh	VIM-2 inh	compound
0	-1.2	2	-2	33	-1	-7	4	-2.2	CCOc1cccc(/C(O)=C2/C(=O)C(=O)N(CCOC)C2c2ccncc2)c1 (stereo unspecified)
-1	-0.7	8	0	48	-6	-3	16	-1.6	NS(=O)(=O)c1ccc(CNS(=O)(=O)c2ccc3c(c2)OCCO3)cc1
5	-1.3	2	5	-6	-17	-2	-2	0.0	COc1ccc(/C=N/Nc2nonc2N)cc1OC
1	-6.4	5	-15	8	-1	-7	5	-2.8	CCc1nnc(NC(=O)C2Cc3ccccc3CN2S(=O)(=O)c2c(C)c(C)cc(C)c2C)s1 (stereo unspecified)
2	-1.6	7	-3	-31	9	-4	15	-2.9	CN(CCc1ccccn1)C(=O)Nc1ccc(Cl)cc1
5	-2.8	4	3	16	-5	-9	3	-3.5	Cc1cccc(NC(=O)Nc2ccc(C)c(C)c2)n1
1	-2.8	6	-11	1	-7	2	17	2.6	Cc1ccc(-c2csc3nc[nH]c(=O)c23)cc1
2	-1.4	4	-1	37	7	-15	4	-4.7	COC(c1ccccc1)c1nnc(CCC(=O)NC2CCCCC2)o1 (stereo unspecified)
-1	0.6	4	3	-4	0	-1	8	0.4	CC(=O)c1cccc(NC(=O)C(OC(=O)/C=C/c2ccc3c(c2)OCO3)c2ccccc2)c1 (stereo unspecified)
-3	-2.1	2	-4	-7	-10	-25	2	-2.5	COc1ccc(Oc2ncnc3c2ncn3Cc2ccccc2)cc1
0	-5.2	8	-5	7	-11	-15	1	-4.0	Cc1ccc(S(=O)(=O)N2CCC(C(=O)NCCc3ccc(S(N)(=O)=O)cc3)CC2)cc1
2	-4.5	0	-2	nt	-7	-8	nt	-2.6	O=C(NCCN1CCCCC1)Nc1ccccc1F
1	-1.4	0	-2	28	-8	-4	-10	-1.6	COc1ccc(OCCC(=O)OCC(=O)NCCc2ccccc2)cc1
6	-2.0	0	1	-3	18	3	7	-1.8	COc1ccccc1NC(=O)c1ccc(NC(=O)c2ccco2)cc1
-1	-1.1	-5	0	12	14	-7	6	-2.5	CN(C)S(=O)(=O)n1cnc2ccccc21
3	-1.2	0	1	30	-9	-10	12	-1.2	COc1ccc(CN2C(=NC(=O)C3CCCO3)SC3CS(=O)(=O)CC32)cc1OC (stereo unspecified)
1	-1.8	4	-2	38	4	-4	8	-3.5	O=C(CSc1nccn1Cc1ccccc1)NCc1ccccc1
6	-2.8	2	35*	28	-7	-19	-18	-0.9	NC(=O)C1CCN(C(=O)/C(=C/c2ccco2)NC(=O)c2ccccc2)CC1
0	-2.1	5	2	19	6	-8	5	-1.4	Cc1cc2nc(N3C(=O)CNC3=S)sc2cc1C
-1	-1.8	0	-2	-8	-11	-8	-20	-2.3	Cc1ccc(CNS(=O)(=O)c2ccc3c(c2)n(C)c(=O)c(=O)n3C)cc1
-2	-2.4	-1	-4	24	11	-20	14	-1.4	CCOC(=O)N1CCN(C(=O)C2CCN(S(=O)(=O)N3CCCC3)CC2)CC1
5	-1.2	3	5	-10	-6	1	56	-2.9	C=CCNCCOCCSc1ccc(Cl)cc1
5	0.2	0	4	-11	22	-16	21	1.0	O=C(COc1ccc2ccccc2c1)N[C@@H](C(=O)O)c1ccc(O)cc1
5	-3.0	-2	3	16	-19	0	13	-7.0	Cc1nc(NC(=O)CSc2nc3ccccc3s2)sc1C(=O)N(C)C
-2	-1.9	1	-8	-7	-12	-3	-20	-3.2	CCN1CCN(C(=O)CS(=O)Cc2nc(-c3ccc(OC)cc3)oc2C)CC1 (stereo unspecified)
7	-3.7	5	14	53	-11	-11	9	-4.6	C=CCOc1ccc(CNn2cn[nH]c2=S)cc1OC
-2	0.2	4	-6	18	-12	-40	21	-2.5	CCc1c(C)nc(N)nc1OCC(F)(F)C(F)F
nt	-0.6	nt	-4	nt	-5	nt	nt	1.7	CC(C)CC1N=C2c3ccccc3N=C(SCc3cc(=O)n4ccccc4n3)N2C1=O (stereo unspecified)
0	-1.9	-2	2	36	-6	-3	4	0.9	COc1ccc(S(=O)(=O)N(CCC(N)=O)Cc2ccco2)cc1OC
2	1.4	-7	17	12	8	5	-3	2.8	COc1ccc2c(c1)c(=O)oc1cc(OCC(=O)N3CCc4ccccc4C3)ccc12

# Whole records, quoted from the list. Order of screens: IDE inh | IMP-1 inhibitor | IDE act | PfM18AAP inh | PHOSPHO1 inh | GPR7 antagonist | pCIP destab | NALP1 yeast inh | VIM-2 inh
# `Cc1cc2nc(N3C(=O)CNC3=S)sc2cc1C` in the list: 0 | -2.1 | 5 | 2 | 19 | 6 | -8 | 5 | -1.4
# `CCc1nnc(NC(=O)C2Cc3ccccc3CN2S(=O)(=O)c2c(C)c(C)cc(C)c2C)s1` (stereo unspecified) in the list: 1 | -6.4 | 5 | -15 | 8 | -1 | -7 | 5 | -2.8

# Later entries:
IDE inh	IMP-1 inhibitor	IDE act	PfM18AAP inh	PHOSPHO1 inh	GPR7 antagonist	pCIP destab	NALP1 yeast inh	VIM-2 inh	compound
2	-2.4	0	14	24	-13	-2	16	-0.7	Cc1ccc2[nH]c3c(c2c1)CCCC3NC(=O)CCl (stereo unspecified)
nt	-1.8	5	4	-10	11	-7	3	-2.8	CCOC(=O)c1ccc(N2C(=O)CC(N3CCN(C/C=C/c4ccccc4)CC3)C2=O)cc1 (stereo unspecified)
4	-2.5	-5	17	68*	-2	-13	6	-1.6	O=C(NCc1cccs1)Nc1cccs1
-3	-3.5	6	-1	nt	0	nt	nt	-2.8	Cc1cc(=O)oc2cc(Oc3ccc([N+](=O)[O-])cc3C(F)(F)F)ccc12
-4	-2.1	1	5	-26	-25	1	0	-1.5	COc1cc(/C=C/C(=O)NC(=O)c2ccccc2O)ccc1O
1	-2.4	-2	-1	26	-7	14	3	-2.8	COCc1cc(C)n(CC(=O)OC)c(=O)c1C#N
1	2.6	-1	-12	1	0	-3	1	-1.1	O=C(OCc1nnc(-c2ccc(Cl)cc2)o1)c1ccncc1
1	-1.7	-4	-13	-8	-11	10	13	-2.6	CCOCCCNC(=O)C(NC(=O)c1ccc(NC(C)=O)cc1)c1ccc(Cl)cc1 (stereo unspecified)
-4	0.8	5	-8	18	11	-6	29	2.8	CCN1CCN(C(=O)COCc2cc(-c3ccc4c(c3)OCO4)on2)CC1
1	-2.8	-6	1	41	10	-11	21	-1.6	Cc1c(C=O)c2ccccc2n1CCOc1ccccc1F
4	-2.6	2	1	nt	-7	-7	-6	-2.9	Cc1cccc(OCCCCn2c(CO)nc3ccccc32)c1
0	0.3	3	-22	29	0	8	13	0.6	Cc1cc(C)nc(NS(=O)(=O)c2ccc(NC(=O)C(C)C)cc2)n1
-5	-0.7	1	-3	57	3	-8	2	-0.4	COc1ccc(S(=O)(=O)N2CCCC2C(=O)NCc2ccccc2Cl)cc1 (stereo unspecified)
-3	-0.7	0	3	34	3	-10	nt	-0.3	O=C(CN1C(=O)CNC1=O)Nc1ccc(Cl)cc1
1	-0.4	3	-2	26	-6	21	30	-0.5	O=C(O)c1cc(S(=O)(=O)O)ccc1O
6	-0.7	3	6	14	-1	-2	24	-3.8	Cc1ccc(NC(=O)CCn2nc([N+](=O)[O-])cc2C)nc1
5	-4.7	-1	0	16	5	5	-1	-5.0	Nc1cc(F)ccc1N1CCCCCC1
2	-4.2	-8	-3	14	-11	-6	6	5.7	COC(=O)C(CCCN1C(=O)c2ccccc2C1=O)(NC(C)=O)c1nn[nH]n1 (stereo unspecified)
0	-2.6	-3	-11	18	-1	-21	21	-3.2	Cc1ccccc1-c1ccc(Nc2ccc(N3CCOCC3)cc2)nn1
1	-2.4	5	-7	-14	-8	-9	-88	-0.1	CC(=O)N1CCC(C(=O)NCCOc2cccc(C)c2)CC1
3	-2.9	6	0	-25	-5	-4	-2	-2.8	CCOC(=O)c1cc2sccc2n1CC(=O)N1c2ccccc2CC1C (stereo unspecified)
3	-4.0	6	-2	-51	-6	1	14	-1.9	COC(=O)C(C)Sc1nnc(SC(C)C(=O)OC)s1 (stereo unspecified)
1	-1.8	4	-6	2	-7	-6	25	0.2	COc1ccc(NC(=O)c2c3c(nc4ccccc24)CCC3)cc1S(=O)(=O)N1CCOCC1
0	-1.2	2	-8	nt	-10	-1	7	0.1	O=S(=O)(NCc1cccs1)c1ccc(Cl)s1

# Structures from the list above with four or more nitrogen atoms (eleven):
IDE inh	IMP-1 inhibitor	IDE act	PfM18AAP inh	PHOSPHO1 inh	GPR7 antagonist	pCIP destab	NALP1 yeast inh	VIM-2 inh	compound
5	-1.3	2	5	-6	-17	-2	-2	0.0	COc1ccc(/C=N/Nc2nonc2N)cc1OC
1	-6.4	5	-15	8	-1	-7	5	-2.8	CCc1nnc(NC(=O)C2Cc3ccccc3CN2S(=O)(=O)c2c(C)c(C)cc(C)c2C)s1 (stereo unspecified)
-3	-2.1	2	-4	-7	-10	-25	2	-2.5	COc1ccc(Oc2ncnc3c2ncn3Cc2ccccc2)cc1
-2	-2.4	-1	-4	24	11	-20	14	-1.4	CCOC(=O)N1CCN(C(=O)C2CCN(S(=O)(=O)N3CCCC3)CC2)CC1
5	-3.0	-2	3	16	-19	0	13	-7.0	Cc1nc(NC(=O)CSc2nc3ccccc3s2)sc1C(=O)N(C)C
7	-3.7	5	14	53	-11	-11	9	-4.6	C=CCOc1ccc(CNn2cn[nH]c2=S)cc1OC
nt	-0.6	nt	-4	nt	-5	nt	nt	1.7	CC(C)CC1N=C2c3ccccc3N=C(SCc3cc(=O)n4ccccc4n3)N2C1=O (stereo unspecified)
0	0.3	3	-22	29	0	8	13	0.6	Cc1cc(C)nc(NS(=O)(=O)c2ccc(NC(=O)C(C)C)cc2)n1
6	-0.7	3	6	14	-1	-2	24	-3.8	Cc1ccc(NC(=O)CCn2nc([N+](=O)[O-])cc2C)nc1
2	-4.2	-8	-3	14	-11	-6	6	5.7	COC(=O)C(CCCN1C(=O)c2ccccc2C1=O)(NC(C)=O)c1nn[nH]n1 (stereo unspecified)
0	-2.6	-3	-11	18	-1	-21	21	-3.2	Cc1ccccc1-c1ccc(Nc2ccc(N3CCOCC3)cc2)nn1
